# DAX1 inh-1 – DAX1 (NR0B1) inhibitors on StAR promoter, primary screen, cell-based, luminescence, SF-1 (NR5A1), full-length DAX-1 | inhibition, % at 6.8 µM | HEK293T StAR-luciferase reporter, SF-1/DAX-1 repression relief | AID 652010, 2013 | 370,000 compounds, 1.1% hits;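 active = inhibition above the mean over all tested compounds plus 3 SD, cut at about 3.6% in these data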;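 note: 0% = DAX-1 cells with DMSO and 100% = cells lacking DAX-1 with DMSO; higher inhibition means more luminescence from relief of DAX-1 repression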
# NR1D1 modulator – modulators of Rev-erb alpha DNA binding, primary screen, biochemical, FITC-DNA, fluorescence polarization, uHTS | activity, % at 10 µM | Nuclear receptor subfamily 1 group D member 1 (Homo sapiens), P20393 | Rev-erbα–FITC-DNA binding, 90 min | 370,000 compounds, 0.79% hits;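 active = activity above about 14%, limit read from the data; passing the limit was not always enough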;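 note: 0% = DMSO wells with 35 nM protein and 100% = DMSO wells with 750 nM protein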
# ssDAF12 agonist – S. stercoralis DAF-12 nuclear receptor activators, primary screen, cell-based, luminescence, HEK293, GRIP1 co-expression, lit1-tk-luc | HEK293 ssDAF-12/GRIP1 lit1-tk-luc reporter; % of 3 µM dafachronic acid response | 370,000 compounds, 1% hits | AID 652126, 2013 | Nuclear hormone receptor DAF-12 (Strongyloides stercoralis) | activation, % at 6.8 µM;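 active = activation above the mean over all tested compounds plus 3 SD, cut at about 0.9% in these data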;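 note: 0% = DMSO-only wells and 100% = 3 µM delta7-dafachronic acid wells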
# PG9 Ab binder – binders of HIV-1 gp120 antibody PG9, primary screen, biochemical, TR-FRET | TR-FRET gp120-PG9 antibody binding | HIV-1 gp120 / PG9 antibody interaction | AID 624416, 2012 | 360,000 compounds, 0.43% hits | inhibition, % at 6.7 µM; in the data active = inhibition above about 8.5%
# PLCb3 inh – human PLC-beta3 inhibitors, primary screen, biochemical, fluorescence; Purified PLC-beta3, fluorogenic substrate; inhibition, % at 12.2 µM; 370,000 compounds, 0.18% hits; AID 720704, 2013; in the data active = inhibition above about 11%;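 note: 0% = median of compound wells on plate and 100% = full blocker control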
# SMARCA2 act – SMARCA2 (BRM) function activators, primary screen, cell-based, luminescence, high throughput | MG213 cells, MMTV-luciferase reporter, dexamethasone, overnight | activation, % at 9.1 µM | 370,000 compounds, 1% hits; in the data active = activation above about 7.8%;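 note: 0% = vehicle wells and 100% = reference activator wells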
# hgDAF12 agonist – H. glycines DAF-12 receptor agonists, primary screen, cell-based, luminescence, HEK293, GAL4 fusion, UAS-luciferase; 370,000 compounds, 1.8% hits; HEK293 GAL4-hgDAF12 UAS-luciferase reporter, agonist luminescence; normalized to butyrate control; Nuclear hormone receptor DAF-12 (Heterodera glycines), GAL4 fusion; activation, % at 6.8 µM;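 active = activation above a cutoff set at the mean of all screened compounds plus 3 SD, cut at about 10% in these data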;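 note: 0% = DMSO wells and 100% = sodium butyrate wells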
# HGIII-sPLA2 inh – human group III sPLA2 inhibitors, primary screen, biochemical, QFRET, BODIPY PC-A2 liposome substrate. inhibition, % at 12.2 µM. 370,000 compounds, 0.56% hits. Group 3 secretory phospholipase A2 (Homo sapiens), Q9NZ20. QFRET BODIPY PC-A2 liposome hydrolysis, fluorescence. AID 743126, 2013;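 active = inhibition above mean plus 3 SD of compounds lying within the high and low control bounds, cut at about 19% in these data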;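 note: 0% = median of test compound wells and 100% = no enzyme DMSO wells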
# Target sequence (Q9NZ20 whole entry, looked up): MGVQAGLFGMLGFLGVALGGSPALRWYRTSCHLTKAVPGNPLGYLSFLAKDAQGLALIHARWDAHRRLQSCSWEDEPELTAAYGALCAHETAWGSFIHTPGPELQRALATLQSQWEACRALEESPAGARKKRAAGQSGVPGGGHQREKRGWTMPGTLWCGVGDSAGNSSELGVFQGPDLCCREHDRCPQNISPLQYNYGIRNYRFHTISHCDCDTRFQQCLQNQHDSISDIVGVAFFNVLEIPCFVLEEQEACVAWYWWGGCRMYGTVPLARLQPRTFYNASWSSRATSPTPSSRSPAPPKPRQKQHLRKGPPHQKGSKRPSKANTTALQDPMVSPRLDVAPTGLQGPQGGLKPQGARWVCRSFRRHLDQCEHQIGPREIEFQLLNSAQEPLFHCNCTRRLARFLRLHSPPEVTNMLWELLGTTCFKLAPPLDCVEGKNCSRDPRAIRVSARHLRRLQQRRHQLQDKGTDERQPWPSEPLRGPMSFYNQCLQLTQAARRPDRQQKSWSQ
# GAA850 FXN act – FXN promoter activators, primary screen, cell-based, luciferase luminescence, HEK293 lucGAA850 | 360,000 compounds, 0.56% hits | HEK293 lucGAA850 FXN promoter luciferase reporter, 24 h; percent of 10 µM SAHA response | activation, % at 6 µM;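 active = activation above the average of all compounds screened plus 3 SD, cutoff fixed separately per campaign, cut at about 7.5% in these data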;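 note: 0% = DMSO wells and 100% = 10 µM SAHA wells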
# hcDAF12 agonist – H. contortus DAF-12 nuclear receptor activators, primary screen, cell-based, luminescence, HEK293, lit1-tk-luc reporter. HEK293 hcDAF-12 lit1-tk-luc reporter; 0% DMSO, 100% Δ7-dafachronic acid. activation, % at 6.8 µM. 370,000 compounds, 1.4% hits. AID 652067, 2013;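 active = activation above the mean of all tested compounds plus 3 SD, cut at about 5.5% in these data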;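 note: 100% = response to 3 µM Δ7-dafachronic acid high control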
# DAX1 inh-2 – DAX1 (NR0B1) inhibitors, primary screen, cell-based, HEK293, Gal4-DAX1, luciferase luminescence | AID 504766, 2011 | inhibition, % at 6.75 µM | HEK293 Gal4-DAX1 luciferase reporter | Nuclear receptor subfamily 0 group B member 1 (Homo sapiens), P51843 | 340,000 compounds, 0.99% hits;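 active = inhibition above the mean over all tested compounds plus 3 SD, cut at about 4.2% in these data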;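 note: 0% = DAX1-transfected cells with DMSO and 100% = empty-vector control cells with DMSO; inhibition shows as a rise in luminescence from relieved DAX1 repression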
# Target sequence (P51843 207-470 limits assumed): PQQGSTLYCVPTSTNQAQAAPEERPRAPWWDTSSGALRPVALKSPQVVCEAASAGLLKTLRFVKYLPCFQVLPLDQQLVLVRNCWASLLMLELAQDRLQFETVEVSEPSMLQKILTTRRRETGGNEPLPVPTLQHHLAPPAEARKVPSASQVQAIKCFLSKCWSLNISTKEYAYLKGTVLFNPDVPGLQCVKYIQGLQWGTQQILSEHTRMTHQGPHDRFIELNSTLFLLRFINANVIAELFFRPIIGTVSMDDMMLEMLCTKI
# The depositor's hits bear a star; i = inactive; . = not tested or not shown. Not a hit list (roughly 7% active in at least one column).
SMILES,DAX1 inh-1,NR1D1 modulator,ssDAF12 agonist,PG9 Ab binder,PLCb3 inh,SMARCA2 act,hgDAF12 agonist,HGIII-sPLA2 inh,GAA850 FXN act,hcDAF12 agonist,DAX1 inh-2
CCSC1=C(C#N)C2(CCCCC2)C(C#N)=C(N)N1,-1.2,-3,-0.6,-0.7,-2,-1,-1.9,6,1.7,-1.9,-0.1
Cc1nnc(NC(=O)c2ccc(F)c(S(=O)(=O)N3CCOCC3)c2)s1,0.1,-1,-1.0,-2.6,-2,3,0.4,-6,0.2,-0.8,-0.9
c1ccc2nc(-c3ccc(N4CCOCC4)cc3)ccc2c1,3.8*,90*,0.1,39*,-168,2,9.3,-2,-4.2,6.3*,-1.6
CN(C)c1ccnc2sc(C(=O)c3ccccc3)c(N)c12,1.3,8,-0.6,-6.0,-32,6,21*,-2,4.2,6.4*,0.2
COC(=O)CNC(=O)c1ccc(C)s1,0.5,2,-1.2,0.9,-2,-1,-0.3,7,-0.3,-2.8,1.1
CC(C)c1ccc(NC(=O)CN2C(=O)COc3ccc(S(=O)(=O)N4CCOCC4)cc32)cc1,0.0,-7,-0.9,-1.2,-11,-2,1.2,8,-4.0,-0.8,1.3
Cc1ccc(CNC(=O)CCC2CCCN(Cc3ccc4cccc(F)c4n3)C2)o1 (stereo not drawn),0.2,-3,-0.4,1.3,-8,1,0.3,-1,.,0.3,.
CC(C)=C1C2CCC1C1C(=O)N(c3ccc4c(c3)OCO4)C(=O)C21 (stereo not drawn),-0.2,4,-1.6,0.7,3,-2,-0.5,4,0.1,-2.0,-0.2
O=C(CN1CCN(C(=O)c2ccco2)CC1)Nc1cc(S(=O)(=O)N2CCCC2)ccc1Cl,-0.5,-8,-1.7,1.6,-3,-4,1.1,-4,0.8,-1.4,-1.2
Cn1nc([N+](=O)[O-])c2c(-c3nc4ccccc4s3)c(N)n(C3CCCCC3)c2c1=O,0.2,-32,-0.8,-0.2,-13,4,0.2,7,1.6,1.2,2.3
COc1cc(OC)cc(C(=O)N2CCN(C3CCC(C)CC3)CC2)c1 (stereo not drawn),0.1,-4,-1.4,-0.1,-5,-2,0.8,-4,1.2,-1.1,2.0
Cc1ccc([N+](=O)[O-])cc1-c1ccc(/C=N/NC(=O)CN2CCOCC2)o1,-0.1,-5,0.9*,-1.0,-2,-4,2.3,4,0.1,1.2,-1.1
CN1CCN(C(=O)CCC(=O)c2ccc(F)cc2)CC1,0.1,0,-0.8,-3.0,1,2,1.0,1,0.7,4.3,-0.4
COc1cc(C(=O)N2CCN(C(=O)C(Cc3cc(C)ccc3C)NC(C)=O)CC2)cc(OC)c1OC (stereo not drawn),-0.6,-1,-1.0,-3.0,0,2,3.2,-3,0.0,-0.5,0.7
CCOC(=O)C1=C(C#N)C(C(=O)OCC)c2ncccc21 (stereo not drawn),2.7,34*,0.3,2.0,-9,2,1.1,12,2.4,4.2,2.5
CCN(CC)C(=O)c1ccc2sc([C@H]3C[C@H](O)[C@@H](CO)O3)nc2c1,-0.1,-3,-0.9,-0.2,-4,-2,2.3,22*,-0.7,0.7,.
O=C(Nc1ccc(C(F)(F)F)cc1)OC1CC2CC1[C@H]1CCCCN1C2 (stereo partly drawn),-0.9,6,-0.8,.,-1,-1,3.0,4,.,-0.9,.
CC(C)CNC(=S)NNC(=O)CC(C)O (stereo not drawn),0.5,3,-1.4,-2.1,2,-1,-0.6,4,0.6,0.3,0.7
O=C(COC(=O)c1cc(S(=O)(=O)N2CCOCC2)ccc1F)NC1CC1,-0.2,12,-1.7,1.3,-6,-3,1.6,-7,1.3,0.7,-0.7
COc1nc(N2CCOCC2)nc(-n2cccc2)n1,-0.8,-1,-1.4,1.1,0,1,-3.7,11,0.0,-1.5,-0.5
CN1CCN(C(CNC(=O)C(=O)NC2CCCC2)c2ccc(F)cc2)CC1 (stereo not drawn),2.2,2,-1.2,0.0,-6,-1,0.3,6,0.6,-1.0,-0.3
O=C(c1cc(=O)[nH]c2ccccc12)N1CCc2ccccc2C1,1.0,-3,0.3,-0.7,-27,0,2.2,4,2.4,3.8,0.0
CC(C)C[C@@H](CSc1ccc(Br)cc1)N1CCN(CC(C)C)CCC1=O,-0.4,1,-0.9,-2.2,1,4,5.3,3,-0.8,-1.0,-1.6
NC(=O)CC(NC(=O)c1ccccc1)c1ccc(NCCN2CCOCC2)c([N+](=O)[O-])c1 (stereo not drawn),0.5,-2,-1.1,0.9,4,0,-1.0,8,1.4,0.3,1.6
C[C@H](CO)N1C[C@H](C)[C@H](CN(C)CC2CCCCC2)Oc2ccc(NS(=O)(=O)c3ccc(F)cc3)cc2CC1=O,-0.1,-7,-1.2,-0.1,2,1,-1.4,-34,-1.4,0.6,0.2
COc1ccc(CCNC(=O)c2ccc(OCC(=O)N3CCOCC3)c(OC)c2)cc1,1.3,3,-0.2,0.8,-5,-2,-0.3,4,0.6,1.3,0.8
CCc1nn2cc(C(=O)c3cc(C)ccc3O)cnc2c1-c1ccc(F)cc1,-0.4,4,-0.8,-1.1,6,-1,-0.1,-3,-0.6,-1.0,-0.4
NC(=O)CCN(C1CCCCC1)S(=O)(=O)c1cccc2nsnc12,0.9,-5,-1.3,-2.2,-2,1,0.0,-2,-3.1,-1.6,1.8
CCn1c(CCNC(=O)c2cccs2)nnc1SCC(=O)c1ccc(OC)cc1,0.3,2,-1.1,5.1,1,0,-2.1,4,-0.6,-2.4,1.5
COc1ccc(Cl)cc1NC(=O)CN1C(=O)NC(C)(Cc2ccc(OC)c(OC)c2)C1=O (stereo not drawn),-1.3,-3,-0.5,0.8,-7,-2,0.5,6,1.1,-1.5,-1.1
CCN1CCN(C(=O)CCN2C(=O)COc3ccc(C)cc32)CC1,-0.2,-3,-1.6,-0.1,4,1,0.4,-3,3.2,1.6,-0.6
CCOC(=O)/C=C1\NC(C)(C)Cc2cc(OC)c(OC)cc21,0.6,-3,-1.3,-1.1,-73,2,-1.4,3,4.9,0.1,1.4
CN(CC(=O)NCCc1ccc(S(N)(=O)=O)cc1)Cc1ccc(Cl)cc1Cl,-1.2,0,-2.4,-1.6,-7,-5,-6.7,1,-2.4,-4.0,-2.5
O=C(Nc1nccs1)c1csc([C@H]2C[C@H](O)[C@@H](CO)O2)n1,4.9*,-1,0.6,0.4,1,-2,9.5,0,3.6,3.6,.
O=C(CSc1nnc2ccccn12)NNC(=O)c1ccccc1F,-0.2,5,-1.0,-0.1,0,-3,-1.4,15,-0.7,-1.5,0.8
O=C(COC(=O)CNC(=O)c1ccc(Cl)cc1Cl)NC1CCCCC1,-0.1,3,-0.8,0.5,-6,0,2.7,2,2.6,-0.3,1.5
CC12CC(NC(=O)N1c1cccc(C(=O)N3CCN(c4ccccc4)CC3)c1)c1ccccc1O2 (stereo not drawn),0.1,3,-0.2,1.2,0,1,-1.4,-2,-1.1,-0.6,-0.5
O=C(c1ccc(Cl)c([N+](=O)[O-])c1)N1CCN(S(=O)(=O)c2ccc(Cl)cc2)CC1,-0.4,8,-0.8,0.3,-6,0,-0.9,-1,-2.1,-1.9,0.7
COc1ccccc1NC(=O)c1cccc(N2C(=O)C3C4C=CC(C4)C3C2=O)c1 (stereo not drawn),0.1,2,-0.8,-0.5,-6,1,2.1,0,0.0,-2.5,1.0
CCCCn1c(N)c(N(CC(C)C)C(=O)c2ccc(S(=O)(=O)N3CCC(C)CC3)cc2)c(=O)[nH]c1=O,-0.3,-4,-0.9,-0.8,-10,-2,-0.8,2,0.6,-0.4,0.8
CCCCOc1ccc(-c2cnc3ccccc3n2)cc1,6.8*,-5,0.3,3.5,-65,1,23*,9,6.1,9.0*,1.4
CCC(COC)Oc1cc(NCc2ccccc2)c2ncn(C(C)C)c2c1 (stereo not drawn),-1.7,-5,-1.1,-6.3,-66,-2,-4.6,5,-2.1,-3.2,-0.4
Cc1cc(C)nc(NS(=O)(=O)c2ccc(Br)s2)c1,-0.6,1,-1.1,1.2,-8,-2,-2.4,6,0.4,-0.4,0.7
COc1ccc(N(CCCN2C(=O)c3cccc4cccc(c34)C2=O)C(=O)c2cccc(OC)c2)cc1,-1.2,2,-1.8,-1.1,-3,0,-1.2,-16,3.5,-3.0,-1.7
COc1ccc(C2=C(O)C(C)N(c3ccccc3)C2=N)cc1OC (stereo not drawn),0.7,0,-1.1,-0.5,-1,-2,-0.2,6,-1.1,-0.3,0.9
COc1ccc(CCCc2nnc(SCC(=O)Nc3nc(C)cs3)n2C)cc1,0.1,-3,-2.0,-1.9,4,1,1.4,-3,-1.0,-1.4,-1.4
COc1ccc(-c2ccc3ccccc3n2)cc1,12*,-2,0.9,0.6,-105,6,24*,-4,6.1,9.6*,-0.7
Cc1ccc(C)c(N2CCN(C(=S)Nc3ccc4nc(N5CCOCC5)cc(C)c4c3)CC2)c1,-0.8,2,-0.7,-2.8,-333,-3,0.8,1,1.8,0.9,-0.1
Cc1cc(C)c2c(N)c(C(=O)N3CCN(c4ncccn4)CC3)sc2n1,0.7,5,-0.9,1.9,i,4,3.3,6,3.3,3.6,0.6
CCCn1c(-c2ccc(OC)cc2)nc2nc3ccccc3nc21,0.3,-1,-1.3,-0.5,-411,-1,0.8,2,0.3,0.1,1.0
COc1ccc(S(=O)(=O)N2Cc3ccccc3CC2C(=O)Nc2nccs2)cc1OC (stereo not drawn),1.5,-3,0.8,-1.9,1,5,8.3,-5,2.5,5.4,0.9

# From PubChem
